USP1 inh: USP1/UAF1 (human) deubiquitinase inhibition. Potency, µM (titrated, usually from 57.1 µM), for the others: at the highest dose activity change, negative = inhibition, actives largely listed as inhibitors. recombinant USP1/UAF1, Ub-Rhodamine cleavage fluorescence. 0.23% of 390,000 active; further: potency means the concentration at half of the fitted maximal effect; on the % scale 0 is the no-effect control and ±100 the full control effect; nearly all actives have a fitted effect of over 60% in size; inactives centre near -12
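USP1/UAF1 complex at 1 nM was preincubated with compound for 15 min at room temperature, then Ub-Rho substrate (150nM final) was added. Fluorescence (480/540 nm) was read kinetically, 6 reads every 60 seconds.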
RXFP1 agonist: agonists of human relaxin receptor RXFP1 | Potency, µM (doses to about 57.5 µM), for inactives: at the highest dose activation, most hits filed as activators | 0.3% of 370,000 active | HEK293T-RXFP1 cAMP TR-FRET, 30 min; response scale: percent of porcine relaxin response, buffer zero | AID 2676 | Q9HBX9; further: potency means the concentration at half of the fitted maximal effect; on the % scale 0 is the no-effect control and ±100 the full control effect; nearly all actives have a fitted effect of over 60% in size; many of its hits are not listed in these tables
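cAMP rise read by TR-FRET after 30 min, 37C compound exposure (up to 58 uM) in RXFP1-transfected HEK293 cells with Ro 20174 present. EC50 from Hill-equation fits, with 29 nM porcine relaxin as 100% and buffer as basal.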
LDHA block: blocks human lactate dehydrogenase A. activity change, % (values are at about 110 or 230 µM). AID 1347041. 0.15% of 480,000 active. purified LDHA, NADH/diaphorase-resazurin fluorescence; stronger effect = lower value; in the data active means activity change below about -30%; inconclusive means mostly about -25% to -30%;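 further: plate controls were DMSO wells for no effect and wells without enzyme for full effect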
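Human LDH5 at 2 nM final in Tris HCl pH 7.4 with 0.06 mM NADH and 0.2 mM pyruvate, reacted 5 minutes at room temperature. Remaining NADH coupled via diaphorase/resazurin; resorufin fluorescence read at 0 and 20 minutes, normalized to enzyme-free and DMSO wells.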
Vif-A3G inh: inhibitors of Vif-APOBEC3G interaction. 0.076% of 410,000 active. Q9HC16. HeLa A3G-eYFP + Vif (tagged APOBEC3G with the HIV-1 protein that degrades it), YFP fluorescence, overnight. Potency, µM (highest dose often 46.1 µM), without a hit: at the highest dose activity, negative = active, usual class: inhibitors;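 further: potency means the concentration at half of the fitted maximal effect; on the % scale 0 is the no-effect control and ±100 the full control effect; nearly all actives have a fitted effect of over 60% in size; hits raise eYFP signal because A3G escapes Vif-driven loss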
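Read-out is eYFP fluorescence (Ex 488/Em 500-530) from Vif-expressing HeLa A3G-eYFP cells; more signal means A3G escaped Vif-mediated degradation. Cells plated overnight, compound pinned in, incubated overnight at 37 deg C.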
GRP78 ERSR act: inducers of ER stress response in human glioma cells. 0.02% of 420,000 active. U87-MG GRP78 promoter luciferase reporter, 16 h. Potency, µM, without a hit: top-dose activation, usual class: activators; further: potency means the concentration at half of the fitted maximal effect; series mostly up to about 76 µM; % of control where 0% means no effect; nearly all actives have a fitted effect of over 35% in size
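ERSR induction read as luciferase luminescence (Bright-Glo, 10 min at room temperature) in stably transfected human U87-MG glioma cells exposed to compounds for 16 h, using GRP78 as sensor.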
TrxR1 substrate: is turned over as a substrate by rat TrxR1; O89049; purified TrxR1 substrate turnover, NADPH consumption readout; AID 588456; Potency, µM (top dose mostly 114 µM), inactives show at the top dose activity change, negative = substrate turnover; 0.01% of 390,000 active; further: potency means the concentration at half of the fitted maximal effect; on the % scale 0 is the no-effect control and ±100 the full control effect; nearly all actives have a fitted effect of over 50% in size
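Rat TrxR1, dispensed at 90 nM, was prereduced with 400 uM NADPH (final) for 5 min at ~22 deg C, then incubated with compound 15 min before 400 uM selenite. A first-read NADPH fluorescence drop versus no-compound background flagged substrates.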
IDH1 R132H inh: blocks human mutant IDH1 R132H enzyme. Potency, µM (titrated, usually from 76.6 µM), for the others: top-dose activity change, negative = inhibition, usual class: inhibitors. IDH1-R132H enzyme, NADPH consumption, diaphorase/resazurin fluorescence. O75874. 0.093% of 390,000 active. AID 602179; further: potency means the concentration at half of the fitted maximal effect; on the % scale 0 is the no-effect control and ±100 the full control effect; nearly all actives have a fitted effect of over 65% in size
Target sequence (O75874 whole entry R132H, stated change not applied): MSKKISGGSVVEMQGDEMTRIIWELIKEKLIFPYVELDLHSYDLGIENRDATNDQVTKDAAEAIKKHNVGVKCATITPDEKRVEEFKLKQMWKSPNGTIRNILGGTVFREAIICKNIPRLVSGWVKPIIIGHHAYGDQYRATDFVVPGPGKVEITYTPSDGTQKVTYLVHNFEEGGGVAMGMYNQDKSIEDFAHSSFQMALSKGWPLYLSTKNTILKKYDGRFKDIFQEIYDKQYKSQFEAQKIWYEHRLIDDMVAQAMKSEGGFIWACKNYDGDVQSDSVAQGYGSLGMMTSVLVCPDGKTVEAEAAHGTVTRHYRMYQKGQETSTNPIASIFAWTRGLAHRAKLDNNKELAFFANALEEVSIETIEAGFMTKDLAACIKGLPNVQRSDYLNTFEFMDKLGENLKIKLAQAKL
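IDH1-R132H (0.5 ug/mL dispensed) in pH 7.5 Tris buffer was preincubated 30 min with compound, then given a substrate mix of 0.016 mM NADPH and 2 mM alpha-KG for 80 min at room temperature; remaining NADPH was read by diaphorase/resazurin fluorescence.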
Vif-A3F inh: blocks the Vif interaction with APOBEC3F. HeLa A3F-eYFP + Vif (tagged APOBEC3F with the HIV-1 protein that degrades it), YFP fluorescence increase. Potency, µM (highest dose often 46.1 µM), inactives show top-dose activity, negative = active. 0.2% of 390,000 active; further: potency means the concentration at half of the fitted maximal effect; % of control where 0% means no effect; nearly all actives have a fitted effect of over 65% in size
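HeLa cells stably expressing A3F-eYFP plus Vif, plated and incubated overnight at 37 deg C, then exposed to compounds overnight at 37 deg C. Blocked degradation read as raised yellow fluorescence (Ex 488/Em 500-530).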
PI4K2A inh: PI4K2A (human) kinase inhibition | Q9BTU6 | purified PI4K2A, ADP-Glo luminescence, 1 h; stronger effect = lower value | activity change, negative = inhibition, % at 76.9 µM | 0.13% of 420,000 active; in the data active means activity change below about -50%; inconclusive means mostly about -30% to -49%;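 further: -100% = wells without enzyme as full effect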
Target sequence (Q9BTU6 whole entry, looked up): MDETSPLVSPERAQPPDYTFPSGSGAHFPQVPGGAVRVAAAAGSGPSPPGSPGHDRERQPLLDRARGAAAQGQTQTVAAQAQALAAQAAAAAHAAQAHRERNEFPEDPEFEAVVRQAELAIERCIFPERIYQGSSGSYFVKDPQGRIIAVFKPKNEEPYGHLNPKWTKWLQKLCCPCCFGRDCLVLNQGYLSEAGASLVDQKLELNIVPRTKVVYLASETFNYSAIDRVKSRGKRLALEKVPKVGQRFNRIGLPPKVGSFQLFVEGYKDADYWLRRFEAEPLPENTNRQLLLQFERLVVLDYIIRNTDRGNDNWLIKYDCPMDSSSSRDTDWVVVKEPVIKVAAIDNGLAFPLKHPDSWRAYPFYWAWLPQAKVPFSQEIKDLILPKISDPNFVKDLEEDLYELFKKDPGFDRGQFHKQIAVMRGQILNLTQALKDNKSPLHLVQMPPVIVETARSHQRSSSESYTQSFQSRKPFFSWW
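Compounds are screened against recombinant PI4K2A using PI as substrate and ATP, the latter dispensed at 300 microM. Reactions run one hour at ambient temperature before ADP-Glo detection; full inhibition defined by wells lacking enzyme.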
* = called active by the depositor; ? = inconclusive; / = no result given; & = joins results of further samples; [ ] = remark or other dose. Unless noted, the call rests on the fitted dose curve; in most records, active means well fitted curve in the direction sought with a large enough effect; inconclusive means small, poorly fitted or top-dose-only effect, or another doubt; inactive means no such curve, though single readings can be large; an effect the other way counts as inactive or inconclusive.

SMILES | PI4K2A inh | RXFP1 agonist | Vif-A3F inh | TrxR1 substrate | GRP78 ERSR act | USP1 inh | Vif-A3G inh | IDH1 R132H inh | LDHA block
Cn1cnc2cc(NS(=O)(=O)c3ccc(Br)cc3)ccc21 | 6 | -1.3% | 9% | 2%[57.1 µM] | -4% | -14% | -4% | 4% | -3
CS(=O)(=O)N(Cc1ccc(Cl)cc1)c1ccc(C(=O)Nc2cccnc2)cc1 | -5 | 0.4% | -2% | -4%[57.1 µM] | -1% | -7% | -2% | 0% | -6
C/C(=N\NC(=O)CCc1ccc(S(=O)(=O)N2CCOCC2)cc1)c1ccc(OC(F)F)cc1 | 2 | 1.0% | -4% | -3% | -2% | -17% | -1% | -8% | -7
COc1ccccc1/C=C/C(=O)Oc1cccc2cccnc12 | -4 | 2.9% | 1% | 4% | -1% | -13% | -25% | -4% | 0
O=[N+]([O-])c1ccc(Nc2nc(NC3CCCCC3)nc(N3CCCC3)n2)cc1 | -3 | 3.0% | -12% | -4% | -2% | -27% | 0% | 6% | 5
COc1ccc(S(=O)(=O)N2CCOCC2)cc1NC(=O)Cn1nnc2ccccc2c1=O | 10 | ? | -32% | 10%[57.1 µM] | 1% | -21% | 0% | 8% | -9
N=c1n(CCN2CCCCC2)c2ccccc2n1CC(=O)c1cccs1 | -2 | -1.0% | 4% | -2% | -5% | -16% | 2% | 1% | -10
CC1=C(C(=O)N(C)C)C(c2cccc(Cl)c2)NC(=O)N1 (stereo not drawn) | -3 | 1.7% | -2% | 1% | -3% | -22% | -1% | 0% | -3
O=C(Cn1ncc2c([nH]c3ccccc32)c1=O)NCc1cccc(Cl)c1 | -7 | 7.9% | -3% | 3% | -4% | -17%[11.4 µM] | 1% | 6% | -5
COc1ccccc1CNC(=O)CN1NS(=O)(=O)c2ccccc2C1=O | 0 | / | 0% | -10%[2.29 µM] | -1% | -20% | 0% | 5% | -4
CN(CCc1ccccn1)C(=O)Nc1ccc(C(C)(C)C)cc1 | 2 | 0.5% | 6% | -7%[57.1 µM] | 3% | 4% | 2% | 7% | -2
CCn1c(C)nc2cc(NC(=O)Nc3cccc(C(C)=O)c3)ccc21 | 7 | 2.4% | 0% | -3% | -3% | -22% | 3% | 2% | 1
CCOc1ccc(NC(=O)CN2CCN(CC(=O)Nc3ccc(N(C)C)cc3)CC2)cc1 | -4 | 0.5% | ? | 5% | 2% | -2% | 4% | -5% | -1
O=C(Nc1cccc(O)c1)c1noc2c1CCc1ccccc1-2 | ? | -0.1%&0.5% | -2%&-1% | -6%&8% | -7%&-5% | -12%&-12% | 5%&-1% | 15%&15% | -6&-4
Cn1nnnc1Sc1ncnc2scc(-c3ccc(-c4ccccc4)cc3)c12 | 3 | / | -6% | 3%[57.1 µM] | -6% | / | ? | / | 0&-5
COc1ccccc1-c1nnc(SCC(=O)Nc2nc(-c3ccccc3)cs2)n1C | -3 | -0.5% | 0% | -7% | -7% | -10% | -4% | 12% | -13
O=C(Nc1ccccc1)c1ccccc1CC[N+](=O)[O-] | 0 | -0.1% | -18% | 9%[57.1 µM] | -4% | -11% | 0% | 6% | -4
CN(CC(=O)Nc1ccc(F)cc1)CC(=O)N1CCCCCC1 | -5 | -1.8% | 2% | 5% | -4% | -14% | 1% | 14% | 1
COc1ccc(C(=O)N2CCCCCCC2)cc1OC1CCN(C(C)C)CC1 | 3 | 3.0% | 3% | -3% | -4% | -5% | -2% | -3% | -3
CC1=C(C(=O)OC(C)C)C(c2ccc(C)o2)NC(=O)N1 (stereo not drawn) | 7 | 0.3% | 2% | -1% | -3% | -2% | 6% | -2% | -2

Copied from the list:
CCn1c(C)nc2cc(NC(=O)Nc3cccc(C(C)=O)c3)ccc21 in GRP78 ERSR act → -3%
O=C(Nc1cccc(O)c1)c1noc2c1CCc1ccccc1-2 in IDH1 R132H inh → 15%&15%

More compounds:
SMILES | PI4K2A inh | RXFP1 agonist | Vif-A3F inh | TrxR1 substrate | GRP78 ERSR act | USP1 inh | Vif-A3G inh | IDH1 R132H inh | LDHA block
Cc1nn(C(=O)c2nn(C)cc2Cl)c(C)c1Br | -2 | 1.2% | -8% | 7% | -4% | -5% | 2% | 0% | -6
CCN1CCN(c2c(Cl)cccc2NC(=O)c2ccc3nsnc3c2)CC1 | 0 | 5.2% | 3% | 2%[57.1 µM] | 1% | -9% | -1% | -6% | -2
COc1cccc(NC(=O)C2CCOC2=O)c1 (stereo not drawn) | -2 | / | 7% | 3% | -3% | -9% | 3% | -5% | -5
CCC(=O)OCOc1ccc(/C=C2/CCC(CN(C)C)C2=O)cc1 (stereo not drawn) | 16 | / | 0% | -13% | -14% | -14% | -8% | -5% | -5
CCc1ccc(-n2c3nc(=O)[nH]c(=O)c-3cc3c(C)nn(-c4ccccc4)c32)cc1 | -1 | -0.1% | -7% | 33%[activator] | -1% | -8% | 7% | -3% | -7
CC1=C([N+](=O)[O-])C(c2ccccc2Cl)NC(=O)N1 (stereo not drawn) | 13 | 3.5% | 7% | 9%[57.1 µM] | -6% | -10% | -1% | 3% | 0
CC(C(=O)N1CCCC1)N(C)CC(=O)Nc1cccc(F)c1 (stereo not drawn) | 2 | 1.8% | -2% | -6% | -3% | -14% | 0% | -7% | -16
CCCCn1c(SCC(=O)/C(C#N)=C(\C)N)nc2ccccc2c1=O | -4 | 0.0% | 5% | -4% | -3% | -5% | 3% | 2% | -11
Cc1ccc(-n2nnc(-c3nccn3C)n2)cc1 | -53* | -0.1% | 5% | -4% | -10% | -19% | 0% | -13% | 0
O=C(COc1cc2oc(=O)cc(-c3ccccc3)c2cc1Cl)NCCN1CCOCC1 | 3 | 1.9% | -1% | 0% | -1% | -24% | -3% | -9% | 1
COc1ccc(C=CC(O)CCN2CCC3CCC(C3)C2)cc1 (stereo not drawn) | 0 | / | 1% | -4%[2.29 µM] | -7% | 1% | 3% | 1% | -11
COc1cc(/C=C/C(=O)c2ccc3c(c2)OCCO3)cc(Br)c1OCC(=O)N(C)C | -4 | -1.2% | ? | 7% | -18% | -14% | ? | -2% | -4
COc1cc2c(cc1OC)CC1(CCCCC1)N=C2 | 1 | 0.2% | 7% | 170% | -1% | -12% | 0% | 7% | 2
CN1CCN(C(=O)c2cccc(COc3cc(Cl)ccc3Cl)c2)CC1 | 0 | 2.4% | -7% | 1% | 5% | -14% | -1% | -7% | -10
Cc1ccc(S(=O)(=O)N(Cc2cccnc2)Cc2cc3ccccc3[nH]c2=O)cc1 | 0 | 0.3% | 5% | -1% | -5% | -26% | 0% | 3% | 4
CCn1nc(C)c(NC(=O)c2cc(Br)ccc2Cl)c1C | -3 | 0.8% | -6% | 8%[57.1 µM] | -5% | -12% | -3% | 11% | -1
Cc1nc2nc(SCC(=O)Nc3cccc(F)c3)[nH]c2cc1Br | 3 | 18% | -29% | 4% | 0% | -11% | -2% | 0% | -1
Cc1ccc2nc(SCC(=O)Nc3oc(C)c4c(C)n[nH]c(=O)c34)[nH]c2c1 | -5 | -2.3% | -9% | 1% | -5% | -8% | 3% | -19% | 2
c1cnc2nc(-c3ccc4c(c3)OCO4)cn2c1 | 0 | 8.5% | 6% | 3%[57.1 µM] | -3% | 1% | -1% | -3% | -8
Cc1cc(C)c(S(=O)(=O)NC2CC(C)(C)NC(C)(C)C2)cc1Br | 8 | 0.0% | 0% | -4% | -2% | -14% | 6% | -2% | -3
CCn1c(CNC(=O)c2ccc(Cl)cc2)nnc1SCC(=O)NC1=NCCS1 | 2 | 2.5% | 4% | 2%[57.1 µM] | -6% | -2% | 0% | 0% | 0
CCN(CC)C(=O)Cn1c(=O)n(Cc2ccc(C(=O)NCCCOC)cc2)c(=O)c2ccccc21 | -1 | -0.8% | -2% | -5% | -2% | -3% | 2% | -22% | -14
CCOc1ccc(N(C(C)C(=O)N/N=C(\C)c2cccc(NC(=O)c3ccccc3)c2)S(C)(=O)=O)cc1 (stereo not drawn) | -7 | -2.1% | -4% | -10%[57.1 µM] | -6% | -16% | -5% | 5% | -3
COc1ccc(C(=O)NC2CCN(C(=S)Nc3ccccc3)CC2)cc1 | -4 | -0.5% | 9% | 5% | -2% | -15% | 1% | 0% | -10
COc1ccc(-n2nc3c(c2NC(=O)COc2ccccc2)CS(=O)C3)cc1 (stereo not drawn) | 8 | 1.7% | -3% | -7% | -3% | -2% | -2% | -5% | -10
CCN1CCN(S(=O)(=O)c2ccc(F)c(C(=O)Nc3c(F)cc(F)cc3Br)c2)CC1 | 5 | -5.0% | -4% | 5% | -6% | -20% | -3% | 1% | -2
CCc1cccc2c(N=O)c(O)[nH]c12 | -3 | -0.8% | -7% | 5%[57.1 µM] | -2% | -1% | -5% | 6% | -3
Cc1ccc(C(=O)c2oc3ccccc3c2N)cc1 | 14 | -3.9% | -2% | -6%[57.1 µM] | 10% | -8% | 1% | -6% | -6
Cc1ccc(C(=O)NCCc2nnc3ccc(SCC(=O)Nc4c(C)cc(C)cc4C)nn23)cc1 | 1 | 2.3% | 6% | -8% | -4% | -17% | 1% | 5% | -1
CC(C)OP(=O)(c1ccc(N(C)C)cc1)C(O)c1ccc(C(C)C)cc1 (stereo not drawn) | 0 | -1.4% | -1% | 4% | -3% | -23% | 2% | 7% | -1
C=CCOc1ccc(/C=C/C(=O)OCC(=O)NNC(=O)c2ccccc2F)cc1 | -3 | / | 2% | 39% | -9% | ? | 1% | 2% | -6
COCCNc1nnc(SCC(=O)N(C)c2c(N)n(Cc3ccccc3)c(=O)[nH]c2=O)s1 | 10 | 0.3% | 9% | 2% | -6% | -15% | -4% | 6% | -5

Bioassay records (PubChem)

This is a subset; the hit share may differ from the screen's.
